High-throughput results: PubChem, several laboratories
PolyA inhibitor: blocks polyadenylation in yeast reporter cells | S. cerevisiae SKY197-pL101 polyadenylation reporter, beta-gal luminescence; efflux-impaired pdr1/pdr3 knockout yeast; score 100 = 6 SD above DMSO | calls only at 12 µM | 300,000 compounds, 0.02% hits;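 active = lowest replicate activity score at least 50, where 100 means six control SD above control mean; inconclusive = lowest score under 50 but half or more replicates reach 50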;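 note: yeast exposed to compound for 9 h at 30 °C; higher score means more reporter readthrough which indicates perturbed polyadenylation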
KCNK3 inh: human KCNK3 channel inhibition, primary screen; CHO-KCNK3 thallium flux, FluxOR fluorescence; active compounds read low; B-score at 10 µM; 340,000 compounds, 0.84% hits; AID 602410;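 active = B-score under library mean minus 4 SD, starting fluorescence ratio at most library mean plus 5 SD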;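 note: more negative B-score means stronger inhibition of thallium flux through KCNK3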
KCNQ1 block: human KCNQ1 channel inhibition | P51787 | CHO-K1 KCNQ1, FluxOR thallium flux fluorescence; active compounds read high | B-score at 10 µM | 310,000 compounds, 1.3% hits;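 active = compounds whose thallium flux B-score, printed positive for inhibition, exceeds three library SD while starting fluorescence stays within three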;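 note: channel opened by potassium depolarization with thallium stimulus after 20 min compound exposure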
HDAC3 inhib: human HDAC3 inhibition | O15379 | recombinant HDAC3, fluorogenic peptide/trypsin coupled, fluorescence | inhibition, % at 8.3 µM | 320,000 compounds, 0.15% hits; in the data active = inhibition above about 26%, passing the limit was not always enough; inconclusive = no clear call, values can overlap the other calls
Target sequence (O15379 whole entry, looked up): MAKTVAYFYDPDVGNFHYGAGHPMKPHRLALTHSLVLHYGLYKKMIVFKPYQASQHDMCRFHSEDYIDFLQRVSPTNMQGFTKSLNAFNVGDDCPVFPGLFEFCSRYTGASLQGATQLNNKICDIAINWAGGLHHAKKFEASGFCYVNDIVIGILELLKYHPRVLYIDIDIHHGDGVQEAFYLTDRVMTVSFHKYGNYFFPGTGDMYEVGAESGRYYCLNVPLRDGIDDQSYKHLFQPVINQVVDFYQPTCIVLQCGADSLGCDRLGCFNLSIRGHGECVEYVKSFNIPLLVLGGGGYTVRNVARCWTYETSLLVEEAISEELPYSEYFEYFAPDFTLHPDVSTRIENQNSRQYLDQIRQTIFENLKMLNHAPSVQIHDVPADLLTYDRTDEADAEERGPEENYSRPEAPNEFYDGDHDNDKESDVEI
KCNQ1 act: human KCNQ1 channel potentiation or activation; P51787; CHO-K1 KCNQ1, thallium flux FluxOR fluorescence; active compounds read high; B-score at 10 µM; 310,000 compounds, 0.35% hits;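 active = fluorescence ratio B-score, a plate-corrected score, at least three library SD, with initial intensity B-score within 5 SD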
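Assay system: CHO-K1 cells stably expressing KCNQ1; Medium: assay buffer with matched DMSO; Also added: K+/Tl+ depolarizing stimulus; Dosing: single dose; Timing: dye 90 min, compound 20 min, room temperature; Measured by: kinetic FluxOR thallium fluorescence, 10-s 1-Hz baseline, 110-s post-stimulus read; Read-out: peak-minus-minimum fluorescence over initial fluorescence, negative-control normalized, B-scored.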
KCNK9 inh: blocks the human KCNK9 two-pore domain potassium channel. HEK293 KCNK9, FluxOR thallium flux fluorescence; active compounds read low. B-score at 10 µM. 310,000 compounds, 1.2% hits. AID 488922;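 active = ratio B-score over 3 SD below the library mean, with starting fluorescence within 5 SD of its mean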;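 note: negative B-score means less thallium flux so channel inhibition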
GSK3B inh: inhibitors of human GSK3beta kinase. P49841. GST-GSK3beta kinase, ADP-Glo luminescence, 60 min; active compounds read low. activity score (negative = inhibition), % at 10 µM. 300,000 compounds, 0.038% hits. AID 2097;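 active = more than half of replicate wells score below -50%, meaning over 50% inhibition versus plate controls; inconclusive = some replicates but at most half score below -50%; inactive = no replicate scores below -50%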;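 note: 0% = median DMSO wells and -100% = median GW8510 positive control wells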
Target sequence (P49841 whole entry, looked up): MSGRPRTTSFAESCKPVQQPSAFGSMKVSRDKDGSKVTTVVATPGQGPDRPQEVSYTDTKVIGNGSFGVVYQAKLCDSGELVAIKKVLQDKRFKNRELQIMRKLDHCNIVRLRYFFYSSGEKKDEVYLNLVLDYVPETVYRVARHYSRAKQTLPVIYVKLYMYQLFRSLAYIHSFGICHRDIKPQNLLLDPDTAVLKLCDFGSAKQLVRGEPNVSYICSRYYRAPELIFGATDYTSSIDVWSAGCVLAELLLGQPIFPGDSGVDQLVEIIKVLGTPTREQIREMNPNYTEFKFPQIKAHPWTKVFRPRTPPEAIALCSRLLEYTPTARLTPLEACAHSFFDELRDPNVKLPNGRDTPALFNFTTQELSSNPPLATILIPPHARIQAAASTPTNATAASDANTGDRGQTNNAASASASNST
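Assay system: GST-tagged human GSK3beta kinase, cell-free; Input: 1.6 ng GSK3beta; Medium: Tris/MgCl2 kinase buffer; Timing: 60 min enzyme reaction, room temperature; Signal: ADP-Glo luminescence quantifying ADP generated by kinase; Evaluation: score relative to plate controls; Benchmarks: DMSO neutral wells and GW8510 at 20 µM as positive.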
GSK3 alpha inh: inhibitors of human GSK-3 alpha kinase. ADP-Glo luminescence, 60 min. inhibition, % at 10 µM. 320,000 compounds, 0.1% hits. AID 2650;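 in the data active = inhibition above about 50%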;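 note: GST-tagged GSK-3 alpha with peptide substrate and 25 µM ATP; 0% = DMSO neutral wells and 100% = GW8510 positive control wells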
Dyrk1A ADPGlo: Dyrk1A (rat) kinase inhibition. Q63470. ADP-Glo luminescence, NFATc1 peptide. inhibition, % at 12.5 µM. 310,000 compounds, 0.43% hits; in the data active = inhibition above about 50%;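 note: plate controls were vehicle with enzyme for no effect and no enzyme for full effect; many of its hits are not listed in these tables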
RGS4 pot: potentiators or activators of RGS4; B-score at 10 µM; HEK293 M3R/inducible RGS4, carbachol calcium flux Fluo4; active compounds read low; 310,000 compounds, 0.92% hits;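 active = B-score of the integrated calcium signal more than 4 SD below the library mean, with starting fluorescence not abnormally high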;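 note: negative B-score means reduced calcium response which marks RGS4 activation or potentiation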
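test system = M3R-expressing HEK293 line, RGS4 induced by doxycycline | probe or stimulus = carbachol at ECmax as muscarinic agonist stimulus | timing = dye loading 30 min 37 °C, buffer rest 30 min RT | signal = calcium dye Fluo4 fluorescence | evaluation = B score from integrated fluorescence ratio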
hERG rescue: shields human hERG channel from block by proarrhythmic agents. activation (rescue from dofetilide block), less the hit threshold, % at 10 µM. Q12809. 310,000 compounds, 0.51% hits. AID 1511. CHO-hERG, FluxOR thallium flux, dofetilide IC70 present;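 active = activation above the mean of controls blocked by dofetilide plus 5 SD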;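 note: thallium influx through hERG after potassium depolarization seen as dye fluorescence rise; in these data hits start at about 4.7%; inactives centre near -7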
* hit, by the source's call; i = inactive; ? = inconclusive; / = no result given. This is a subset; the hit share may differ from the screen's.

nr | Compound | RGS4 pot | KCNK9 inh | PolyA inhibitor | KCNQ1 act | hERG rescue | KCNQ1 block | GSK3B inh | Dyrk1A ADPGlo | HDAC3 inhib | KCNK3 inh | GSK3 alpha inh
1 | Cc1ccccc1C(=O)NNC(=O)C(=O)Nc1cccc(Cl)c1C | i | i | i | 47* | 13* | i | 2 | 1 | 5 | i | 0
2 | COc1ccc(CNCc2ccc(OC)c3ccccc23)cc1 | i | i | i | i | 0 | i | -1 | 1 | -8 | i | -1
3 | CN(CCOc1ccc(Cl)cc1)C(=O)c1ccc(S(=O)(=O)N2CCOCC2)cc1 | i | i | i | i | -6 | i | -1 | 1 | 3 | i | -2
4 | CCOc1ccc(OCCOC(=O)C2CCN(S(=O)(=O)c3ccc(C)c(C)c3)CC2)cc1 | i | i | i | i | -13 | i | -1 | 14 | 0 | i | -1
5 | CCOC(=O)c1cnc2c(OC)cccc2c1N1CC(C)CC(C)C1 (configuration not stated) | i | i | i | i | -4 | i | 3 | -2 | 9 | i | -3
6 | C=CC[C@]12CC=CC(=O)[C@@]1(O)O[C@H](c1ccc(OC)c(OC)c1)[C@H]2C | i | i | i | i | -8 | i | 1 | 6 | 1 | i | 1
7 | CC1CC(C)CN(CCCNC(=O)c2ccc(CNS(=O)(=O)c3ccc(F)cc3)cc2)C1 (configuration not stated) | i | i | i | i | -8 | i | 0 | -1 | 5 | i | -1
8 | O=C(c1cnn(-c2ccc(Cl)cc2)c1)c1ccccc1O | i | i | i | i | -5 | i | -2 | 3 | -3 | i | -1
9 | O=C(Cn1cnc([N+](=O)[O-])n1)NCc1ccccc1 | i | i | i | i | -5 | i | 1 | -1 | 0 | i | 4
10 | CC(C)C(C(=O)O)N1CCS(=O)(=O)CC1 (configuration not stated) | i | i | i | i | -3 | i | -1 | -2 | 0 | i | 1
11 | Cc1ccc(NC(=O)NC(=O)CSc2n[nH]c(N)n2)c(C)c1 | i | i | i | i | -3 | i | -1 | 1 | -2 | i | 4
12 | C=CCOc1ccc(/C=C\c2nc(O)c([N+](=O)[O-])c(=O)[nH]2)cc1OCC | i | i | i | i | -10 | i | -10 | -3 | 4 | i | -1
13 | COc1ccc(C2=NS(=O)(=O)N(C)C(C(=O)NC3CCCCC3)=C2)cc1OC | i | i | i | i | -7 | i | -7 | -1 | 6 | i | -1
14 | Cc1ccc2c(c1)N(CC(=O)NCCCN1CCCC1)C(=O)CO2 | i | i | i | i | -1 | i | -3 | -2 | 1 | i | -1
15 | CCOC(=O)c1c(C)[nH]c(C(=O)Nc2ccc(NC(C)=O)cc2)c1C | i | i | i | i | -5 | i | 1 | 1 | 2 | i | -1
16 | C#CCOCCOCCOCCNc1nc(N2CCN(C(=O)Cn3cc(CCCCN)nn3)CC2)nc(N2CCN(C(=O)[C@H](C)n3cc(CCCN=C(N)N)nn3)CC2)n1 | i | i | i | i | -9 | i | 3 | / | / | / | /
17 | Cc1ccc(N=C2NC(=O)CS2)cc1C | i | i | i | i | -10 | i | -2 | 3 | 0 | i | -1
18 | COc1cc(C(=O)NC(=S)NC(C)C)cc(OC)c1OC | i | i | i | i | -7 | i | -1 | -6 | -3 | i | 2
19 | O=c1[nH]c(C2CCN(S(=O)(=O)c3ccc(F)cc3)CC2)nc2c1nnn2Cc1ccc2c(c1)OCCO2 | i | i | i | i | -12 | i | 0 | 6 | -4 | i | 0
20 | Cn1nnnc1-c1cc(Cl)cc(Cl)c1 | i | i | i | i | -4 | i | 2 | 0 | -5 | i | -3
21 | CC(=O)Nc1ccc2cc3ccc(NC(C)=O)cc3nc2c1 | i | i | i | i | -12 | i | -5 | 3 | -11 | i | 15
22 | Nc1nnnn1/N=C/c1cc([N+](=O)[O-])ccc1O | i | i | i | i | -6 | i | -5 | 42 | / | i | 13
23 | c1ccc(Cc2ccc(OCCn3cncn3)cc2)cc1 | i | i | i | i | -4 | i | 2 | -9 | 8 | i | -3
24 | O=C(Cc1cccs1)NCc1cccc(Cl)c1 | i | i | i | i | -3 | i | 0 | 9 | 5 | i | 8
25 | Cc1ccc(C)c(OCC(=O)Nc2ccc(S(=O)(=O)N3CCN(C)CC3)cc2)c1 | i | i | i | i | -7 | i | -2 | -7 | -4 | i | 1
26 | Cc1ccc(-c2csc3ncnc(-n4nnc5ccccc54)c23)cc1 | i | i | i | i | -10 | i | 2 | 7 | 0 | i | 2
27 | COc1cc2c(cc1OC)-c1n[nH]c(=S)n1C(C)(C)C2 | i | i | i | i | -22 | i | -3 | 1 | 19 | i | 11
28 | CCOc1ccccc1C(=O)N1CCN(c2cccc(Cl)c2)CC1 | i | i | i | i | -10 | i | 3 | -83 | 1 | i | -1
29 | CCC(=O)Nc1ccc2c(c1)ncn2-c1ccc(C)cc1 | i | i | i | i | -12 | i | -4 | 0 | 2 | i | -2
30 | CC(=O)c1cn(CC(=O)NCc2ccc3c(c2)OCO3)c2ccccc12 | i | i | i | i | 0 | i | 2 | -6 | 1 | i | 1
31 | CCN(CC)CCN(C(=O)c1ccc(S(=O)(=O)N2CCCC2)cc1)c1nc2cc(C)cc(C)c2s1 | i | i | i | i | -14 | i | 0 | -2 | 10 | i | -2
32 | CCCNC(=O)Cn1c(=O)/c(=C\c2ccc(-c3cccc([N+](=O)[O-])c3)o2)s/c1=C\C(=O)C(C)(C)C | i | i | i | i | -3 | i | -1 | -2 | 2 | i | 1
33 | Cc1ccc(NS(=O)(=O)c2cccc(C(=O)NCC3(N(C)C)CCCCC3)c2)cc1 | i | i | i | i | -2 | i | -1 | 0 | 3 | i | -4
34 | Cc1ccc(OCC(=O)N(Cc2ccco2)C2CCS(=O)(=O)C2)cc1 (configuration not stated) | i | i | i | i | -8 | i | -1 | -1 | -5 | i | -2
35 | COc1ccc(-c2nc3c(s2)CCc2onc(-c4ccc(Br)cc4)c2-3)cc1 | i | i | i | i | 1 | i | -1 | 5 | -12 | i | -3
36 | O=C(CCC(=O)Nc1ccc(F)cc1)N/N=C/c1ccncc1 | i | i | i | i | -2 | i | 1 | -1 | 3 | i | 3
37 | CCc1nnc(NC(=O)C2(C)COC(c3ccccc3)OC2)s1 (configuration not stated) | i | i | i | i | 2 | i | 1 | -6 | 1 | i | 0
38 | O=C(CSc1ncccn1)Nc1cccc2ccccc12 | i | i | i | i | -4 | i | -1 | -1 | 0 | i | -1
39 | CCOc1ccc(C(C)=O)cc1CN1C(=O)NC2(CCCCC2C)C1=O (configuration not stated) | i | i | i | i | -5 | i | 1 | 3 | 6 | i | -2
40 | CCOCCOC(=O)c1ccc(NC(=O)c2cc(OC)c(OC)c(OC)c2Br)cc1 | i | i | i | i | -12 | i | -5 | 5 | / | i | /
41 | O=C(Cc1csc(Nc2nc(=S)[nH]c3ccccc23)n1)NCc1ccccc1Cl | i | i | i | i | -2 | i | -4 | 1 | 8 | i | 2
42 | CC1CCCC(NC(=O)COC(=O)c2ccc(S(=O)(=O)N3CCOCC3)cc2)C1C (configuration not stated) | i | i | i | i | -9 | i | 2 | -1 | 9 | i | 0
43 | CCC(C)(C)NC(=O)/C=C/c1ccc(OC)c(S(=O)(=O)N2CCOCC2)c1 | i | i | i | i | -6 | i | -1 | -6 | ? | i | 0
44 | O=C(COC(=O)CCCOc1ccccc1)NNC(=O)c1ccc([N+](=O)[O-])cc1 | i | i | i | i | -11 | i | 0 | 1 | 6 | i | 2
45 | CCC(C(=O)N1CCOCC1)n1c(C(=O)OC)cc2occc21 (configuration not stated) | i | i | i | i | -7 | i | 1 | 3 | 5 | i | -1
46 | COC(=O)Nc1ccc(S(=O)(=O)N(C)CC(F)(F)C(F)F)cc1 | i | i | i | i | -16 | i | 3 | -8 | 2 | i | 0
47 | CCC(C)(c1ccc(C(=O)OC)s1)c1ccc(C(=O)OC)s1 | i | i | i | i | -7 | i | 0 | 5 | 1 | -9.1* | 5
48 | CC(=O)Nc1ccc(S(=O)(=O)N2CCN(Cc3cccnc3)CC2)cc1 | i | i | i | i | -13 | i | 2 | 7 | 8 | i | -2
49 | Cc1ccn2cc(CNS(=O)(=O)c3ccc(Cl)s3)nc2c1 | i | i | i | i | -10 | i | -3 | -1 | / | i | -4
50 | OCCNc1nc(NCc2ccccc2)c2ccccc2n1 | i | i | i | i | -12 | i | 4 | 5 | -3 | i | 0
51 | CCCCn1c(SCC(=O)OC)nc2c1c(=O)n(C)c(=O)n2C | i | i | i | i | -12 | i | 3 | -4 | -13 | i | -1
52 | Cc1cc(Cl)ccc1Oc1ncc(-c2ccc(Cl)cc2)cn1 | i | i | i | i | -6 | i | -3 | 3 | 2 | i | -3
53 | O=C(Nc1cccc(C(=O)N2CCN(c3ccc(F)cc3)CC2)c1)c1ccccc1 | i | i | i | i | -15 | i | -2 | / | 0 | i | -2
54 | CCOc1ccc(OCCC(=O)OCC(=O)NCc2ccccc2)cc1 | i | i | i | i | -8 | i | 2 | 1 | -5 | i | -1
55 | CCOC(=O)c1c(NC(=O)/C=C/c2ccco2)sc(C)c1C | i | i | i | i | -4 | i | -4 | -1 | 4 | i | -8
56 | C=C(C)CSc1nc2c(c(=O)[nH]c(=O)n2C)n1Cc1ccccc1 | i | i | i | i | -8 | i | 0 | -6 | 4 | i | 0
57 | CS(=O)(=O)N1CCN(c2ccc(Cl)cc2[N+](=O)[O-])CC1 | i | i | i | i | -8 | i | -1 | 5 | -6 | i | 1
58 | COc1ccccc1NC(=O)C1CCCN(S(=O)(=O)c2cnc[nH]2)C1 (configuration not stated) | i | i | i | i | -2 | i | 3 | 6 | 1 | i | 1
59 | Cc1[nH]c2ccccc2c1SCC(=O)N1CCCCCC1 | i | i | i | i | -7 | i | 1 | 13 | 0 | i | 0
60 | Cc1cc(C)n(C(=O)Cn2nc(C)c(Cl)c2C)n1 | i | i | i | i | -4 | i | 0 | 2 | -3 | i | 7
